SKN-1 block – suppressors of acrylamide-induced Pgst-4::GFP reporter in worms, primary screen, SKN-1 inhibitor project, whole organism, uHTS, GFP/RFP fluorescence ratio, strain VP596; C. elegans VP596 Pgst-4::GFP/RFP ratio, 24 h; inhibition, % at 21.8 µM; 360,000 tested, 0.49% active; AID 624304, 2012;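 active = interference check ratio from 0.5 to 1.5 plus GFP to RFP signal ratio inhibition reaching or exceeding a fixed threshold, cut at about 30% in these data, passing the limit was not always enough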; also: some compounds called inactive have numbers as strong as hits
Scp1 inh – Scp-1 phosphatase inhibitors, primary screen, biochemical, colorimetric, uHTS | Recombinant Scp1, phosphopeptide, malachite green phosphate absorbance | inhibition, % at 20 µM | 340,000 tested, 0.88% active | AID 493091, 2011;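 active = inhibition above about 50% at 20 µM, limit read from the data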;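 also: plate controls were DMSO wells with enzyme for no effect and wells lacking enzyme for full effect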
Target sequence (Q9GZU7 76-261 limits assumed): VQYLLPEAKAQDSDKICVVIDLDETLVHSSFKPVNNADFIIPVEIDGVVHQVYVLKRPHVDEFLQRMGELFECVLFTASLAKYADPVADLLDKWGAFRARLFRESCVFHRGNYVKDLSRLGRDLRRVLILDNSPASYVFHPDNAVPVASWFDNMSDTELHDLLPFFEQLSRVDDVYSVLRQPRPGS
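System: truncated SCP-1 phosphatase (76-261aa); medium: Tris acetate buffer pH 5.5 with MgCl2 and Tween-20; incubation: 45 min room-temperature reaction, 5 min colour, 30 min stabiliser; compound: single 20 µM dose, 1% DMSO; reagent: Phosphorylated 17-residue peptide substrate; read-out: % inhibition at 20 µM; technique: colorimetric free-phosphate detection, absorbance 630 nm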
DNMT1 inh – human DNMT1 methyltransferase inhibitors, primary screen, biochemical, molecular beacon, fluorescence, HinP1I cleavage, uHTS | inhibition (reported as % activation of signal), % at 10 µM | 360,000 tested, 0.83% active | DNA (cytosine-5)-methyltransferase 1 (Homo sapiens), P26358 | AID 588458, 2011; in the data active = inhibition above about 50%
NRP1-CendR mod – modulators of CendR peptide binding to NRP-1, primary screen, biochemical, fluorescence polarization, uHTS. Neuropilin-1 (Homo sapiens), O14786. FAM-RPARPAR peptide binding to NRP-1. inhibition, % at 25 µM. AID 602438, 2012. 360,000 tested, 0.85% active;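 active = inhibition or corrected inhibition above about 18%, plus a signal ratio from 0.5 to 1.5, limit read from the data, passing the limit was not always enough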; also: strong numbers were not always called active
Rpn11 block – Rpn11 (PSMD14) deubiquitinase inhibitors, primary screen, biochemical, fluorescence polarization, uHTS; human 26S proteasome, Ub4-pepOG fluorescence polarization; 20S core pre-blocked with epoxomicin; calls only at 20 µM; 360,000 tested, 0.59% active;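 active = inhibition at 20 µM, scaled to each plate's controls, above about 33%, limit read from the data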
Target sequence (O00487 whole entry, looked up): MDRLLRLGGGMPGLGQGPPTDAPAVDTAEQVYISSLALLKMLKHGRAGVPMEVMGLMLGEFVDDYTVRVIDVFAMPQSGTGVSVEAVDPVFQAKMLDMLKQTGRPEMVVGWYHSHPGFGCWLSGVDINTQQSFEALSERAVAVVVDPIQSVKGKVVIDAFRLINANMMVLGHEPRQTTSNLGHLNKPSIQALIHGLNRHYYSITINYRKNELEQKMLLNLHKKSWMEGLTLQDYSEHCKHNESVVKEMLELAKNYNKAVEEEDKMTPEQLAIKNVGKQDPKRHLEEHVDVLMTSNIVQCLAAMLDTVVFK
MT1-MMP act inh – blockers of MT1-MMP proenzyme processing, primary screen, HT1080 RFP-PRO-GFP cells, GFP/RFP fluorescence. 360,000 tested, 0.061% active. GFP/RFP ratio fluorescence, overnight; percent of plate control window, DMSO zero. AID 651647, 2012. GFP/RFP ratio change, % at 20 µM;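 active = GFP/RFP ratio change of at least 30% with cell ATP level not reduced by more than half and red fluorescence within 50% of control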; also: strong numbers were not always called active
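system = RFP-PRO-GFP reporter HT1080 cells | dosing = 20 µM single dose, 1% DMSO | timing = overnight cell settling, then overnight compound exposure, 37 °C, 5% CO2 | read-out basis = GFP/RFP fluorescence ratio | controls = DMSO and RFP-L50D-GFP cell wells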
SUMO1-SIM PPI – modulators of SUMO1 protein-protein interactions, primary screen, biochemical, uHTS; SUMO1 binding to a labelled peptide, TR-FRET, 1 h; inhibition, % at 20 µM; 360,000 tested, 0.33% active; in the data active = inhibition above about 37%
Target sequence (P63165 whole entry, looked up): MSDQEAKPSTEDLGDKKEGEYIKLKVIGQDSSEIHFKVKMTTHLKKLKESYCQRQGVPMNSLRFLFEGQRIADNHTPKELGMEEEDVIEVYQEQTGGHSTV
NadD inh – inhibitors of S. aureus NadD, primary screen, biochemical, colorimetric, uHTS; inhibition, % at 20 µM; purified NadD enzyme, colorimetric absorbance read-out; 360,000 tested, 0.78% active; in the data active = inhibition above about 26%; also: some compounds past the cut are filed as inactive
LMPTP block – LMPTP phosphatase inhibitors, primary screen, biochemical, fluorescence intensity, uHTS; Low molecular weight phosphotyrosine protein phosphatase (Homo sapiens), P24666; AID 651560, 2012; inhibition, % at 20 µM; 360,000 tested, 0.22% active; recombinant LMPTP-A, OMFP fluorogenic substrate;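 active = compounds that cut the enzyme signal by at least half of the control window in the single-dose screen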;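 also: plate controls were DMSO wells with enzyme plus substrate for no effect and substrate without enzyme for full effect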
Target sequence (P24666 whole entry, looked up): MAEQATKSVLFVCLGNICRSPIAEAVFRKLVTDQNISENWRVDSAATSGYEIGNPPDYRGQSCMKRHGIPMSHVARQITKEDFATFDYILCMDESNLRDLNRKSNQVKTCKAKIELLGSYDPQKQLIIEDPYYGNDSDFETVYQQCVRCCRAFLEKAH
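test system = LMPTP-A | amount = 0.625 nM LMPTP-A final | reagent = fluorogenic phosphatase substrate OMFP at 400 µM final | incubation = 50 min at room temperature | benchmarks = no-enzyme low control, uninhibited high control | medium = Bis-Tris pH 6.0, DTT, detergent | signal = fluorescence intensity of OMFP turnover product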
STEP inh – STEP phosphatase inhibitors, primary screen, biochemical, fluorescence intensity, uHTS. Tyrosine-protein phosphatase non-receptor type 5 (Homo sapiens), P54829. recombinant STEP, OMFP fluorogenic substrate. inhibition, % at 20 µM. 360,000 tested, 0.25% active. AID 588621, 2011;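 active = inhibition at 20 µM, scaled per plate between control wells, above about 37%, limit read from the data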;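 also: 0% = DMSO with enzyme and substrate and 100% = substrate only without enzyme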
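Assay system: isolated STEP enzyme. Buffer or medium: pH 6.0 Bis-Tris with DTT and Tween 20. Also added: fluorogenic phosphatase substrate OMFP at 25 µM final. Dosing: 20 µM, 1% DMSO. Timing: 20 min reaction, room temperature, in the dark. Measured by: fluorescence intensity, excitation 480 nm, emission 540 nm. Evaluation: normalized % inhibition.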
An asterisk follows results filed as active; i = inactive; nt = not tested or not shown.

SMILES	SKN-1 block	Scp1 inh	DNMT1 inh	NRP1-CendR mod	Rpn11 block	MT1-MMP act inh	SUMO1-SIM PPI	NadD inh	LMPTP block	STEP inh
COc1ccc(CNC(=O)[C@H](C)NC(=O)C2CCN(C(=O)[C@H](CCSC)NC(=O)OC(C)(C)C)CC2)cc1	6	-1	3	4	i	-5	1	9	-1.0	1
O=S(=O)(c1ccc(NC(=S)NCCc2ccccc2)cc1)N1CCOCC1	1	-8	-4	1	i	-3	-10	-1	-1.1	6
CCN(CC)C(=O)C1CCCN(c2ccccc2[N+](=O)[O-])C1 (stereo not drawn)	-8	-9	0	1	i	5	3	-1	-0.5	-4
CC(C)(C)Nc1nc(-c2ccc3c(c2)CCN3C(=O)C2CC2)cs1	23	-1	-12	-5	i	4	-10	11	4.9	8
Cc1nnc(SCC(=O)NNC(=O)c2ccc(F)cc2)n1Cc1ccccc1	15	-12	3	15	i	0	20	2	-2.9	-1
O=C(Cc1ccc2c(c1)OCO2)NN=Cc1ccc([N+](=O)[O-])o1	-17	32	-5	-4	i	-3	-35	6	1.0	-1
CCN1C(=O)[C@H]2[C@H]3CN=C(SCc4ccc(Cl)cc4)N3[C@@](CC)(C(=O)OC)[C@H]2C1=O	-7	8	3	2	i	2	7	-3	-2.2	-1
CCNC(=O)C1CCCN(C(=O)c2cccc(C(F)(F)F)c2)CC1 (stereo not drawn)	7	nt	-1	2	i	0	5	-3	-1.4	-3
CCOc1ccc(N2CC(C(=O)N/N=C/c3sccc3C)CC2=O)cc1 (stereo not drawn)	-2	-11	2	8	i	4	-13	-2	1.0	3
CS(=O)(=O)N(CC(=O)N/N=C/c1cccc2c1OCCO2)c1ccccc1Br	31	-3	-6	-10	i	-2	-6	2	2.0	-3
Cc1ccc(C(=O)N(CC(=O)Nc2ccc(Cl)c(Cl)c2)Cc2ccco2)cc1	-6	-11	-1	-3	i	-3	5	-8	2.7	0
O=C(CN(CC1CCCO1)C(=O)Cn1nnc(-c2ccc(F)cc2)n1)NC1CCCCC1 (stereo not drawn)	3	-4	-3	-1	i	7	1	-4	0.6	-4
O=C(Cn1cc2c(n1)CCCC2)NC1CCN(Cc2ccccc2)CC1	14	0	1	-7	i	1	4	0	-1.5	-3
CCCn1nnc(NC(=O)c2ccc(-c3cc(Cl)ccc3Cl)o2)n1	10	0	0	2	i	-2	-5	-3	1.6	2
COc1ccc(Br)cc1S(=O)(=O)N1CCN=C1C	-4	-3	-1	-3	i	5	0	-11	-0.4	-9
C/C=C/c1ccc2c(c1)O[C@H](CN(C)C(=O)NC1CCCC1)[C@H](C)CN([C@H](C)CO)S2(=O)=O	2	nt	6	4	i	2	-2	-3	-1.3	0
CCOC(=O)c1c(NC(=O)Cn2nnc(-c3ccc(Cl)cc3)n2)sc(CC)c1C	-4	-9	1	-8	i	4	0	-6	0.1	6
[N-]=[N+]=CC(=O)c1ccnc(C(=O)C=[N+]=[N-])c1	27	-7	2	6	i	4	-16	4	0.3	-1
CCOc1ccccc1NC(=O)c1cnc2n(c1=O)CCS2	-4	-2	3	7	i	-5	-2	-1	0.6	2
O=C1c2cccc3cccc(c23)C(=O)N1CCN1CCN(CC(O)COCc2ccc(Cl)cc2)CC1 (stereo not drawn)	-2	-1	5	11	i	4	-38	-7	0.7	3
CCn1cc(C(=O)NCCCN2CCC(C)CC2)c2cc(OC)c(OC)cc2c1=O	-4	-3	0	-10	i	1	3	-5	-0.7	-1
CN(CCCC1CCCC1)C(=O)c1cc(COc2ccc(F)cc2F)on1	11	-13	0	8	i	2	0	4	3.5	2
N/C(=N\OC(=O)COc1ccccc1)c1ccc(Cl)cc1	18	1	1	-18	i	3	0	-8	2.4	-2
CCOC(=O)CSc1nnc2cc(C)c3ccccc3n12	11	-12	0	7	i	5	1	2	-0.3	-5
C=CCN(CC=C)C(=S)Nc1cc(Cl)ccc1OC	4	2	1	21	i	-2	3	-3	0.4	-2

Some of the entries so far, with values under each structure.
Values in the order – SKN-1 block | Scp1 inh | DNMT1 inh | NRP1-CendR mod | Rpn11 block | MT1-MMP act inh | SUMO1-SIM PPI | NadD inh | LMPTP block | STEP inh
> O=C(Cn1cc2c(n1)CCCC2)NC1CCN(Cc2ccccc2)CC1
 : 14 | 0 | 1 | -7 | i | 1 | 4 | 0 | -1.5 | -3
> CCCn1nnc(NC(=O)c2ccc(-c3cc(Cl)ccc3Cl)o2)n1
 : 10 | 0 | 0 | 2 | i | -2 | -5 | -3 | 1.6 | 2
> COc1ccc(Br)cc1S(=O)(=O)N1CCN=C1C
 : -4 | -3 | -1 | -3 | i | 5 | 0 | -11 | -0.4 | -9
> C/C=C/c1ccc2c(c1)O[C@H](CN(C)C(=O)NC1CCCC1)[C@H](C)CN([C@H](C)CO)S2(=O)=O
 : 2 | nt | 6 | 4 | i | 2 | -2 | -3 | -1.3 | 0
> CCOC(=O)c1c(NC(=O)Cn2nnc(-c3ccc(Cl)cc3)n2)sc(CC)c1C
 : -4 | -9 | 1 | -8 | i | 4 | 0 | -6 | 0.1 | 6
> [N-]=[N+]=CC(=O)c1ccnc(C(=O)C=[N+]=[N-])c1
 : 27 | -7 | 2 | 6 | i | 4 | -16 | 4 | 0.3 | -1
> CCOc1ccccc1NC(=O)c1cnc2n(c1=O)CCS2
 : -4 | -2 | 3 | 7 | i | -5 | -2 | -1 | 0.6 | 2
> O=C1c2cccc3cccc(c23)C(=O)N1CCN1CCN(CC(O)COCc2ccc(Cl)cc2)CC1 (stereo not drawn)
 : -2 | -1 | 5 | 11 | i | 4 | -38 | -7 | 0.7 | 3
> CCn1cc(C(=O)NCCCN2CCC(C)CC2)c2cc(OC)c(OC)cc2c1=O
 : -4 | -3 | 0 | -10 | i | 1 | 3 | -5 | -0.7 | -1
> CN(CCCC1CCCC1)C(=O)c1cc(COc2ccc(F)cc2F)on1
 : 11 | -13 | 0 | 8 | i | 2 | 0 | 4 | 3.5 | 2
> N/C(=N\OC(=O)COc1ccccc1)c1ccc(Cl)cc1
 : 18 | 1 | 1 | -18 | i | 3 | 0 | -8 | 2.4 | -2
> CCOC(=O)CSc1nnc2cc(C)c3ccccc3n12
 : 11 | -12 | 0 | 7 | i | 5 | 1 | 2 | -0.3 | -5
> C=CCN(CC=C)C(=S)Nc1cc(Cl)ccc1OC
 : 4 | 2 | 1 | 21 | i | -2 | 3 | -3 | 0.4 | -2

Additional records follow:
SMILES	SKN-1 block	Scp1 inh	DNMT1 inh	NRP1-CendR mod	Rpn11 block	MT1-MMP act inh	SUMO1-SIM PPI	NadD inh	LMPTP block	STEP inh
COc1ccc(C(=O)N/C(=C\c2cn(S(=O)(=O)N(C)C)c3ccccc23)C(=O)N2CCOCC2)cc1	4	-3	0	13	i	-1	-5	-5	-0.6	2
COc1ccc(N2CCN(C(=O)CSc3nnc(C4CC4)n3C3CC3)CC2)cc1	-2	nt	1	13	i	5	2	0	0.5	-1
CCOC(=O)c1cc2oc(C(c3nnnn3C3CCCCC3)N3CCOCC3)cc2[nH]1 (stereo not drawn)	32	-2	-7	-9	i	-2	-1	10	2.0	-3
Nc1ccc2ccc(O)cc2c1	20	33	3	-5	i	9	24	10	6.5	-2
Cc1cc(-c2nnc(CCC(=O)N(CC3CCC3)CC3CCCO3)o2)no1 (stereo not drawn)	9	-5	1	-5	i	2	3	2	0.8	-2
COc1cc(C(=O)N/C(=C\c2cn(S(=O)(=O)N(C)C)c3ccccc23)C(=O)NCCCO)cc(OC)c1OC	9	2	-1	17	i	2	-3	1	0.6	0
CCn1c(=O)c2cc(S(=O)(=O)NC3CCCCC3)ccc2n(CC)c1=O	4	-11	7	-3	i	-4	6	-1	-0.3	-1
c1ccc(CNc2nc(NCc3ccccc3)c3ccccc3n2)cc1	32	7	0	-14	i	-6	-46	7	5.4	33
N#Cc1ccccc1OCC(=O)N1N=C(c2cccs2)CC1c1ccco1 (stereo not drawn)	3	-13	-1	-4	i	2	-10	-5	0.3	2
Cn1c(CC(=O)Nc2ccccc2C(F)(F)F)c(Sc2ccccc2)c2ccccc21	4	-5	4	-16	i	-3	2	-4	0.0	3
O=C(CSc1nnnn1-c1ccc(Cl)cc1)N1CCNC1=O	-4	-2	3	-11	i	2	-2	0	-0.5	2
COc1ccccc1N1CN(CCc2ccccc2)CNC1=S	3	-1	-2	-19	i	0	2	-3	-0.9	0
COc1cc(C(=O)Nc2oc(-c3ccccc3)c(-c3ccccc3)c2C#N)cc(OC)c1OC	8	-10	-4	6	i	-5	8	10	2.5	1
Cc1ccc(S(=O)(=O)n2nc(OC(=O)C(C)(C)C)cc2N)cc1	-8	-5	7	-4	i	13	-7	-7	-0.6	0
CCC(C)(C)n1nnnc1C(c1cc2ccc(OC)cc2[nH]c1=O)N1CCc2ccccc2C1 (stereo not drawn)	7	-3	-3	-4	i	-8	-21	1	1.6	-3
Cc1c[nH]c2cccc(OCC(O)CNC(C)(C)C)c12 (stereo not drawn)	6	-8	-10	-8	i	0	1	4	-0.1	-7
CCOC(=O)CCSc1nc(C)c2ccccc2n1	-7	3	0	3	i	8	-1	-3	-0.6	-3
CCc1ccc([C@H]2[C@@H]3C(=O)C[C@@H]4C(=O)N(C)C(=O)[C@@H]4[C@@H]3CN2S(=O)(=O)c2ccc(C)cc2)cc1	-1	nt	4	12	i	2	4	-6	0.2	-3
COc1cc(OC)cc(C(=O)NCC2CCCN(Cc3ccc(SC)cc3)C2)c1 (stereo not drawn)	0	-10	-2	-10	i	2	1	-3	0.9	2
NS(=O)(=O)c1ccc(NC(=O)COC(=O)CCc2ccccc2)cc1	-3	-4	-16	5	i	2	2	-6	-1.3	-3
CCOCCCNC(=O)C(NC(=O)c1ccc(NC(C)=O)cc1)c1ccc(OC)cc1 (stereo not drawn)	2	-3	10	7	i	9	-4	0	-2.6	-3
O=C(NCc1ccco1)C1(S(=O)(=O)c2ccc(Cl)cc2)CC1	-14	-6	-1	5	i	-1	-2	-6	0.0	0

Compound activity from PubChem.
